# PLK1 PBD inh: blocks phosphopeptide binding to human PLK1 polo-box domain. Plk1 PBD binding of FITC phosphopeptide, fluorescence polarization. Potency, µM, for inactives: max response, negative = inhibition, most hits filed as inhibitors. hit rate 2.8% among 360,000; also: potency is read from the fitted curve at half-maximal effect; series mostly up to about 57 µM; % is scaled to controls: 0 for no effect and ±100 for the full control effect; nearly all actives have a fitted effect of over 65% in size
# Target sequence (P53350 whole entry, looked up, the tested form may be a part): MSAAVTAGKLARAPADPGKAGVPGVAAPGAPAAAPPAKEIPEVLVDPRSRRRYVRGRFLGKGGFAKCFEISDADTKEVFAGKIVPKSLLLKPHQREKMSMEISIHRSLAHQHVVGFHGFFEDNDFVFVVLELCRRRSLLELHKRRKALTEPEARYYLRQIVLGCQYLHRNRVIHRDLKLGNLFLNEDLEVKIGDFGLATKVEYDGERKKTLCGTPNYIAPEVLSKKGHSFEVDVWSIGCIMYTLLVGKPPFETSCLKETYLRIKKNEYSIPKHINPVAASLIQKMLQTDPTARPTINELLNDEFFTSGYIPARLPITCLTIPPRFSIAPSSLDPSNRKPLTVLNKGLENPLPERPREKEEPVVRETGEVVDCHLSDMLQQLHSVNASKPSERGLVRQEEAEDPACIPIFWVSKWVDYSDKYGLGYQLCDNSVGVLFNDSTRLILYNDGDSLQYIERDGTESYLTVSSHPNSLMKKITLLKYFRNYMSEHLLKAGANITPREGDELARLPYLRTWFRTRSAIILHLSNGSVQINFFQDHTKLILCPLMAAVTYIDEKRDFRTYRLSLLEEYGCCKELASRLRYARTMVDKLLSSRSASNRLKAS
# EPAC1 antag: antagonists of human EPAC1. Potency, µM (doses to about 115 µM), inactives show at the highest dose activity change, negative = inhibition, usual class: inhibitors. AID 720709. EPAC1 GEF assay, Rap1b-BODIPY-GDP exchange fluorescence. O95398. hit rate 0.14% among 360,000;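 also: potency is read from the fitted curve at half-maximal effect; plate controls were vehicle for no effect and positive control for full effect; nearly all actives have a fitted effect of over 50% in size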
# WRN helicase inh: blocks human WRN helicase; Q14191; AID 651768; WRN helicase unwinding, fluorescent forked duplex, kinetic; Potency, µM (titrated, usually from 114 µM), for the others: top-dose activity change, negative = inhibition, actives largely listed as inhibitors; hit rate 0.46% among 360,000; also: potency is read from the fitted curve at half-maximal effect; % is scaled to controls: 0 for no effect and ±100 for the full control effect; nearly all actives have a fitted effect of over 55% in size
#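 Screening of the MLSMR collection measured strand separation of a quenched forked DNA duplex (100 nM) by 20 nM WRN with 2 mM ATP, all final. Compounds were preincubated with enzyme 15 min at room temperature.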
# IL-2 act: IL-2 activation; IL-2 activation reporter assay, cell-based qHTS; stimulated with anti-CD3/CD4/CD28 beads; in transgenic mouse T cells; activation, % (series mostly up to about 46 µM); hit rate 0.065% among 360,000; AID 652025; in the data active = activation above about 50%; inconclusive = mostly about 30% to 49%; also: 0% is about no effect
#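 Using fluorescent plate cytometry, EGFP and DsRed are detected in transgenic mouse T cells stimulated 18 h at 37 degrees C with antibody-coated beads after 60 min compound pretreatment.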
# FUS yeast rescue: rescues growth of FUS-expressing yeast | hit rate 0.24% among 390,000 | Potency, µM (titrated, usually from 76.6 µM), for inactives: top-dose growth rescue (activation), actives largely listed as activators | S. cerevisiae FUS-expressing, growth rescue, OD600, 24 h;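 also: potency is read from the fitted curve at half-maximal effect; plate controls were DMSO vehicle for no effect and reference control for full effect; nearly all actives have a fitted effect of over 55% in size; some results filed as inactive show a strong effect at the top dose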
#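 Restored growth of FUS-toxic S. cerevisiae, read as 600 nm absorbance after 24 h at 30C in galactose medium (starting OD 0.005). Controls CP55940 and DMSO.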
# EPAC1 agonist: agonists of human EPAC1; EPAC1 agonist qHTS, biochemical assay; response scale: 100% = response to 6.5 mM cAMP; AID 720707; hit rate 0.073% among 360,000; O95398; Potency, µM (doses to about 154 µM), for inactives: top-dose activation, actives largely listed as activators; also: potency is read from the fitted curve at half-maximal effect; nearly all actives have a fitted effect of over 60% in size
#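 Read-out is the fluorescence drop as BODIPY-GDP leaves Rap1B (480 nm excitation, 540 nm emission), recorded every 5 minutes over 30 minutes. Reactions held 100 nM EPAC1, 250 nM Rap1B–BODIPY-GDP and 50 uM GDP, with 6.5 mM cAMP setting full activation.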
# Abeta yeast res: A-beta toxicity reversal in yeast; yeast expressing A-beta42, growth rescue, OD600, 48 h; response scale: 0% DMSO, 100% iron-clioquinol control; hit rate 0.063% among 410,000; AID 1347071; Potency, µM (top dose mostly 46.1 µM), for the others: at the highest dose growth rescue, actives largely listed as activators; also: potency is read from the fitted curve at half-maximal effect; nearly all actives have a fitted effect of over 55% in size
#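 Yeast A-beta toxicity model in growth medium with pinned compounds, 48 h at 30 C; growth read as absorbance at 600 nm. Normalized to FeCl3/clioquinol equimolar mix (positive) and DMSO (negative).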
# PI5P4Ka inh: inhibitors of human PI5P4K alpha; max response, %; PI5P4Kalpha enzyme, ADP-Glo luminescence, 60 min; active compounds read low; AID 652105; hit rate 1.2% among 330,000; active = max response of -50% or lower; inconclusive = between -30% and -50%; inactive = -30% or higher; also: value at the top dose of about 77 µM; % is scaled to controls: 0 for no effect and ±100 for the full control effect
# Target sequence (P48426 whole entry, looked up): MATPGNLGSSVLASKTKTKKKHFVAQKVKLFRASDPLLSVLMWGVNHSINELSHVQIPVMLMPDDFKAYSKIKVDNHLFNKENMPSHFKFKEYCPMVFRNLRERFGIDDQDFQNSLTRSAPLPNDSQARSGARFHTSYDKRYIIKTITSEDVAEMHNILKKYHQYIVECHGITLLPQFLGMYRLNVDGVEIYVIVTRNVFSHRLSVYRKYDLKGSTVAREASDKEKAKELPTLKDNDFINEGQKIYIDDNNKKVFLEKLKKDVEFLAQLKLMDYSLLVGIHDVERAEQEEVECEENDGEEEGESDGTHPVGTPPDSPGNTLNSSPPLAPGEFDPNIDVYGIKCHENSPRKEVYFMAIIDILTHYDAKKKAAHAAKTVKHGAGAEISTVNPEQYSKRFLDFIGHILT
#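 Quantitative HTS of the MLSMR library against PI5P4Kalpha with substrate. ATP added last at 5 microM final; room temperature, 60 minutes. Remaining ATP depleted, ADP converted and read as luminescence.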
# The depositor's hits bear a star; ? = inconclusive; . = not tested or not shown; [ ] = dose if it differs, or a comment. Unless noted, calls follow the shape of the dose curve; as a rule, active = well fitted curve in the direction sought with a large enough effect; inconclusive = small, poorly fitted or top-dose-only effect, or another doubt; inactive = no such curve, though single readings can be large; an effect the other way counts as inactive or inconclusive.
cpd	smiles	WRN helicase inh	Abeta yeast res	PLK1 PBD inh	IL-2 act	EPAC1 antag	FUS yeast rescue	EPAC1 agonist	PI5P4Ka inh
1	COc1cccc(C(O)c2nc(-c3ccc(OC)nc3)cs2)c1 (stereo unspecified)	-4%	?	-9%	0.5	-6%	-5%	7%	1
2	CCC(=O)Nc1cccc(NC(=O)CSc2nnc(C(C)C)n2CC)c1	-3%	17%	2%	-0.4	-5%	9%	3%	1
3	O=C1CCc2cc(S(=O)(=O)Nc3ccccc3F)cc3c2N1CCC3	-8%	-14%	-3%	-0.1	15%	4%	-5%	-2
4	O=C(NCCN1CCN(C(=O)c2ccc([N+](=O)[O-])cc2)CC1)C(=O)Nc1ccc(F)cc1	-16%	-4%	0%	-1.9	8%	.	-1%	4
5	Cc1nc(-c2ccc(C(=O)Nc3cccc(Br)c3)cc2)cs1	-13%	-32%	-2%	0.0	?	-29%	-11%	5
6	O=C1CCCc2nc3c(cc21)C(O)Oc1c-3ccc2ccccc12 (stereo unspecified)	-3%	5%	-7%	0.3	-16%	10%	9%	-6
7	Cc1ccc(Cn2nc(C)c(NC(=O)CSc3n[nH]c(C)c3[N+](=O)[O-])c2C)cc1	-17%	-9%	-3%	-2.6	?	.	-8%	-6
8	CCOc1cc2c(cc1/C=C/C(=O)O)OC(C)C2 (stereo unspecified)	-5%	-30%[inhibitor]	1%	-0.1	11%	3%	9%	2
9	O=C(C1CCCCC1)N(Cc1ccccc1)c1ccccn1	-3%	9%	3%	-2.9	-1%	9%	0%	1
10	O=C(CN1CCOCC1)N/N=C/c1ccc(C(=O)O)cc1	4%	7%	4%	0.1	10%	-26%	4%	0
11	COc1cc(/C=N/N2CCN(C3c4ccccc4-c4ccccc43)CC2)cc(OC)c1O	-10%	23%	4%	0.1	-17%	-7%	12%	0
12	COc1ccc(CCNC(=O)CC(=O)NCCc2ccc(OC)cc2)cc1	1%	13%	-8%	0.4	-6%	3%	2%	-1
13	O=C(CN1C(=O)NC2(CCCC2)C1=O)Nc1ccc(C(F)(F)F)cc1	10%[57.1 µM]	-19%	-4%	-0.1	-10%	-11%	-3%	5
14	Cc1ccc(CNC(=O)C2CCC(=O)N2Cc2ccc(C)cc2)cc1 (stereo unspecified)	6%	3%	-2%	-1.7	-2%	-6%	-13%	2
15	CCN(CC)c1ccc(NC(=O)CN2CCN(c3ccc(F)cc3)CC2)cc1	-2%	21%	1%	-2.2	6%	14%	-14%	1
16	Cc1ccc(Cn2c(CCNc3nc(-c4ccc(C)cc4)cs3)nc3cc(C(=O)NCCCO)ccc32)cc1	5%	-4%	-24%	-0.9	?	?	-3%	0
17	CCC(=O)N1Cc2cc(C(=O)N(C)C)nc(-c3cccc(-c4cncnc4)c3)c2[C@@H]1CCO	5%	-5%	-3%	-0.6	-12%	-10%	-5%	-8
18	COc1ccc(CCNC(=O)c2cccc(S(=O)(=O)N3CCCC3)c2)cc1OC	-4%	9%	-9%	-0.1	-5%	17%	6%	0
19	Cc1cc(C)c(C#N)c(SCC(=O)Nc2ccc3c(c2)OCO3)n1	5%	9%	-5%	-2.3	-9%	-3%	1%	5
20	COc1ccc(C(=O)Nc2cc(C)on2)cc1	1%	-4%	-8%	-0.5	-7%	59%	4%	.
21	COc1ccc2c(c1)cc(C(=O)N[C@@H](CCSC)C(=O)N1CCC[C@H]1C(=O)O)n2C	-7%	-10%	7%	-0.1	6%	-1%	0%	1
22	CCc1nc(NCc2cccs2)c2nnn(Cc3ccccc3)c2n1	1%	3%	5%	-0.3	11%	-22%	-16%	-4
23	CC1NC(=O)NC1CCCCCC(=O)Nc1ccc(F)cc1 (stereo unspecified)	-2%	22%	-11%	0.0	3%	7%	2%	2
24	Cc1cccc(NC(=O)c2sccc2-n2cccc2)c1C	-4%	-20%	-7%	-1.3	-5%	6%	8%	0
25	COC(=O)c1ccc(CN2C(=O)NC3(CCCCC3C)C2=O)o1 (stereo unspecified)	-8%	1%	-6%	-0.2	-16%	-4%	-8%	4
26	NC(=O)CSCc1nc2ccccc2s1	-9%	-15%	?	0.4	6%	22%	-4%	?
27	COc1ccc(-c2ccc(Nc3ccc(C(=O)N4CCOCC4)cc3)nn2)cc1OC	-18%	-3%	-4%	0.6	-2%	3%	-1%	-1
28	O=C1S/C(=C\c2ccc(N3CCOCC3)o2)C(=O)N1Cc1c(F)cccc1Cl	0%	-94%[inhibitor]	55%[activator]	-3.6	16%	24%	1%	.
29	CCN1CCN(c2ccc(S(=O)(=O)N3CCCCC3)cc2NC(=O)c2ccc([N+](=O)[O-])s2)CC1	-14%	15%	-10%	-0.5	-15%	34%	?	-4
30	N#CN1CCC(NS(=O)(=O)c2ccc(C(F)(F)F)cc2)C1 (stereo unspecified)	.	-13%	.	-0.4	-26%	23%	-8%	.
31	CCCn1c(N)c(C(=O)CSc2nnc(Cc3ccccc3)o2)c(=O)n(C)c1=O	-7%	-1%	-4%	-1.6	?	6%	13%	2
32	CNC(=O)NC(=O)CSc1nc2cc(C(=O)OC)ccc2c(=O)n1-c1ccccc1	2%	3%	-6%	0.8	18%	39%	2%	.
33	O=C(COC(=O)c1ccccc1NC(=O)c1ccco1)NCCC1=CCCCC1	-2%	?	-1%	-0.2	-12%	20%	-7%	-17
34	COc1ccc(CNC(=S)N2CCN(S(=O)(=O)c3cccc(F)c3)CC2)cc1	-5%	-6%	-12%	-0.5	-2%	9%	2%	2
35	CCCCOC(=O)Cn1c2ccc(OC)cc2c2nc3ccccc3nc21	13%	-2%	-22%	27	3%	3%	11%	2
36	CC1(C)CC(OC(=O)c2ccco2)CC(C)(C)N1O	8%	-20%	-3%	-2.4	1%	-23%	-4%	-4
37	O=C(O)c1c[nH]ccc1=O	7%	-16%	-7%	-2.2	-4%	-2%	5%	.
38	CC(=O)Nc1ccc(NC(=O)C(Cc2ccccc2)NC(=O)C2CCCCC2)cc1 (stereo unspecified)	12%	-4%	-7%	-0.8	3%	.	-7%	8
39	O=C(O)/C=C\C(=O)Nc1ccc(N2CCN(c3ccc(F)cc3)CC2)cc1	-1%	15%	-7%	0.4	-22%	15%	9%	-8
40	CC(C)Oc1cccc(C(=O)NC(=S)Nc2ccc3c4c(cccc24)CC3)c1	-16%	13%	1%	2.4	-15%	-7%	4%	-1
41	CC(=O)C1(C)C(=O)N(c2ccc(C)cc2)C(=O)N1c1ccc(C)cc1 (stereo unspecified)	1%	10%	3%	-0.6	0%	.	-4%	16
42	Cc1ccc2[nH]cc(C(=O)CCl)c2c1	-7%	-60%[inhibitor]	15µM*	-6.8	-14%	36%	-5%	7
43	O=C(CCCN1C(=O)/C(=C\c2cccs2)SC1=S)Nc1cccc(C(=O)O)c1	-12%	-3%	-10%	1.0	13%	12%	1%	-2
44	O=S(=O)(c1cccc2nsnc12)N1CCOCC1	-4%	13%	-1%	0.5	9%	-31%	-2%	3
45	CCN(Cc1cc2cc(OC)ccc2[nH]c1=O)C(=O)c1ccncc1	1%	5%	2%	-0.4	-1%	10%	-2%	.
46	CCC/C(=C1/c2ccccc2C(=O)N1c1ccccc1)c1ccc2c(c1)OCCO2	2%	-9%	2%	-0.6	-4%	24%	-1%	26
47	CCc1ccc(NC(=O)COC(=O)CCC2CCCC2)cc1	-11%	19%	6%	0.2	?	.	-29%	12
48	O=C(C(=O)N1CCCC1)c1c(-c2ccccc2)[nH]c2ccccc12	7%	3%	2%	0.6	-9%	-26%	-9%	4
49	CCOC(=O)c1c(C)[nH]c(C(=O)CSc2nnnn2-c2ccccc2)c1C	-16%	-2%	-5%	-2.3	-8%	6%	4%	.
50	O=C(C[C@@H]1CC[C@@H](NC(=O)Nc2cccc(F)c2)[C@@H](CO)O1)NCC1CCCCC1	-9%	-1%	1%	-0.2	-10%	15%	-6%	-3

# Next compounds
cpd	smiles	WRN helicase inh	Abeta yeast res	PLK1 PBD inh	IL-2 act	EPAC1 antag	FUS yeast rescue	EPAC1 agonist	PI5P4Ka inh
51	O=C(c1ccco1)N1CCN(Cc2cccc([N+](=O)[O-])c2)CC1	3%	-1%	6%	1.9	-3%	-34%	7%	0
52	COc1ccc(NC(=O)N(C)C[C@@H]2Oc3cc(Br)ccc3S(=O)(=O)N([C@H](C)CO)C[C@H]2C)cc1	-2%	3%	-15%	0.1	20%	-21%	-13%	3
53	CCS(=O)(=O)c1ccc(-c2cccc(NC(=O)c3ccc(Br)o3)c2)nn1	-33%	-10%	-13%	1.2	6%	14%	-5%	-11
54	Cc1ccc(NC(=O)CCN2CCCCC2)cc1	8%	4%	9%	3.8	2%	-13%	6%	-4
55	Cc1ccc(C)c(NC(=S)N2CCC(C(=O)c3ccc(F)cc3)CC2)c1	1%	?	-5%	0.5	-4%	18%	2%	-8
56	COc1cccc(COC(=O)CCNC(=O)c2ccc(Cl)cc2)c1OC	-5%	0%	-4%	-6.2	1%	19%	3%	-2
57	COC(=O)CCCn1cc(CN2CC(N3CCN(C4CCN(C)CC4)CC3)CS2(=O)=O)nn1 (stereo unspecified)	-4%	-9%	-12%	-0.5	13%	-5%	8%	3
58	O=C1CC(Nc2ccc(N3CCOCC3)cc2)C(=O)N1CCc1ccccc1 (stereo unspecified)	3%	-6%	-2%	0.3	9%	31%	-5%	-8
59	Cc1ccc(NC(=O)C(=O)NCc2ccc(/C=N/NC(=O)c3c(C)nc4ccccn34)o2)cc1	-4%	8%	-6%	-1.5	18%	37%	-1%	-5
60	CCC(=O)Nc1ccc2c(c1)nc(CCNC(=O)c1ccco1)n2C	7%	5%	-7%	2.5	-13%	5%	4%	4
61	COc1ccccc1C(=O)Nc1ccnn1C1CCN(Cc2cnc(N(C)C)s2)CC1	5%	9%	-5%	-3.0	3%	7%	-11%	0
62	CCN1CCN(Cc2ccc(NC(=O)c3cc(NC(=O)c4nccnc4N)cc(OC)c3)cc2C(F)(F)F)CC1	6%	0%	-3%	-0.7	5%	7%	-1%	-3
63	Cc1nc(N/N=C/c2ccc(Br)cc2)cc(N2CCOCC2)n1	0%	9%	6%	-0.6	-7%	24%	-2%	11

# Entries listed so far marked active in PLK1 PBD inh:
no.	mol	WRN helicase inh	PLK1 PBD inh	IL-2 act	EPAC1 antag	EPAC1 agonist	PI5P4Ka inh
42	Cc1ccc2[nH]cc(C(=O)CCl)c2c1	-7%	15µM*	-6.8	-14%	-5%	7

# From PubChem BioAssay

# Compounds as they come; 4.1% or so of the library scored in one or more.
